Source: PubChem BioAssay
IL1B secr inh = inflammasome signaling inhibition, IL-1 beta readout; THP-1 LPS/ATP IL-1B secretion, AlphaLISA, 16 h; active compounds read low; activity change, % at 57.5 µM; 360,000 tested, 4.7% active; AID 743279; in the data active = activity change below about -50%; inconclusive = mostly about -30% to -49%; also: % is scaled to controls: 0 for no effect and ±100 for the full control effect
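Secreted IL-1B measured by AlphaLISA bead assay after 16 h compound exposure of THP-1 cells; compounds (final up to 57.5 uM) added 1 h before LPS (250 ng/mL) and ATP (1.25 mM) stimulation; lower signal means less secretion.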
HT1080NT lethal = kills 2HG-producing HT-1080-NT fibrosarcoma cells; 360,000 tested, 1.6% active; AID 686970; HT-1080-NT fibrosarcoma viability, CellTiter-Glo ATP luminescence, 48 h; Potency, µM (doses to about 46.1 µM), for inactives: at the top dose activity, negative = less viability, usual class: cytotoxic;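 also: NT is the 2HG producing partner of a matched IDH1 knockdown line; potency is read from the fitted curve at half-maximal effect; 0% = DMSO-treated cells and -100% = media-only wells without cells; nearly all actives have a fitted effect of over 55% in size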
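Viability by CellTiter-Glo luminescence after 48 h compound exposure at 37C of HT-1080-NT cells (750/well, RPMI, 5% FBS). % activity scaled between DMSO wells and medium-only wells, then curve-fitted and categorized by curve class.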
SW480 rereplic = induces DNA re-replication in SW480 colon adenocarcinoma cells; Potency, µM (doses to about 46.1 µM), without a hit: at the highest dose re-replication activation, usual class: activators; SW480 DNA re-replication, Hoechst DNA content imaging, 48 h; 340,000 tested, 1.8% active; AID 624297; also: potency is read from the fitted curve at half-maximal effect; % of control where 0% means no effect; nearly all actives have a fitted effect of over 55% in size
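Treated cells incubate 48 hr (37 C, 5% CO2), are stained 40 min with Hoechst, and nuclear fluorescence is enumerated; a rise in nuclei with high DNA signal marks re-replication.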
MCF10A rerep = inducers of DNA re-replication in MCF 10A breast cells. MCF 10A DNA re-replication, Hoechst nuclear intensity, 48 h. Potency, µM (top dose mostly 46.1 µM), inactives show at the highest dose activity, positive = re-replication, hits mostly activators. 350,000 tested, 2.9% active; also: potency is read from the fitted curve at half-maximal effect; % of control where 0% means no effect; nearly all actives have a fitted effect of over 50% in size
KB-3-1 cytotox = kills parental KB-3-1 adenocarcinoma cells; KB-3-1 viability, CellTiter-Glo ATP luminescence, 72 h; Potency, µM (titrated, usually from 46.1 µM), without a hit: at the top dose activity change, negative = cytotoxic, most hits filed as cytotoxic; 400,000 tested, 1.4% active; AID 1347075; also: potency is read from the fitted curve at half-maximal effect; % is scaled to controls: 0 for no effect and ±100 for the full control effect; nearly all actives have a fitted effect of over 60% in size
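Cells are dispensed, compounds pinned in, plates held at 37 °C for 72 h, then CellTiter-Glo is added and luminescence read after 10 minutes. Cell line: parental KB-3-1 in phenol-red-free DMEM, 10% FBS.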
HT1080 IDH1KD tx = kills HT-1080 cells with IDH1 knockdown; 360,000 tested, 2% active; Potency, µM (top dose mostly 46.1 µM), for the others: at the highest dose activity, negative = toxicity, usual class: cytotoxic; HT-1080 IDH1 knockdown viability, ATP luminescence, 48 h;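 also: potency is read from the fitted curve at half-maximal effect; 0% = DMSO wells and -100% = cell-free medium wells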
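Cytotoxicity counter-line: IDH1KD HT-1080, 48 h, CellTiter-Glo. Curves classed by r2, magnitude and activity.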
D3 ag = agonists of human D3 dopamine receptor. D3R DiscoveRx beta-arrestin cells, luminescence, 90 min. max activation, %. AID 652048. 410,000 tested, 0.58% active. P35462; in the data active = max activation above about 30%; also: 0% is about no effect; mostly tested at two doses, the higher about 12 µM
Target sequence (P35462 whole entry, looked up): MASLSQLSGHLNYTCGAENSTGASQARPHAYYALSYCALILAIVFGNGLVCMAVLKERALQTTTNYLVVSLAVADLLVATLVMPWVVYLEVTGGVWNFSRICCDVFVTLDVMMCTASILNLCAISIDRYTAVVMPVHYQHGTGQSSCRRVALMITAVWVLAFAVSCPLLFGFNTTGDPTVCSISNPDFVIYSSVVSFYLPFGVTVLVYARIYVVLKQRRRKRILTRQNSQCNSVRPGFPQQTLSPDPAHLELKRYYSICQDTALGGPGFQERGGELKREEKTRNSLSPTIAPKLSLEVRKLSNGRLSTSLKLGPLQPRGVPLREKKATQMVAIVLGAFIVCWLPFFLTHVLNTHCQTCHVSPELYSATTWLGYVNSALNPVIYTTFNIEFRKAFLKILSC
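Agonist-mode cell screen: cells plated at 1500/well and incubated overnight at 37 °C, then exposed to library compounds for 90 min at 37 °C. Detection reagent was added for 30–60 min at room temperature, and luminescence was read.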
GLP1R cytotox = cytotoxicity counter-screen for GLP-1 receptor inverse agonists; 410,000 tested, 0.13% active; HEK293 cAMP-luciferase reporter cells, luminescence, 24 h; Potency, µM (series often up to 38.3 µM), for inactives: at the top dose activity change, negative = inhibition, most hits filed as inhibitors; AID 624418;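 also: loss of luciferase light is scored as toxicity; potency is read from the fitted curve at half-maximal effect; % is scaled to controls: 0 for no effect and ±100 for the full control effect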
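Luminescence readout: signal drop marks cytotoxicity. Plated cells grew 12 h at 37 °C, 5% CO2, received 23 nL compound for 24 h, then got luciferase reagent, read after 12 min at RT.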
KB-V1 cytotox = KB-V1 MDR subline cytotoxicity; KB-V1 MDR cells viability, CellTiter-Glo, 72 h; Potency, µM (series often up to 46.1 µM), for inactives: at the top dose activity change, negative = cytotoxicity, actives largely listed as cytotoxic; 400,000 tested, 3.4% active; AID 1347076; also: potency is read from the fitted curve at half-maximal effect; % is scaled to controls: 0 for no effect and ±100 for the full control effect; nearly all actives have a fitted effect of over 60% in size
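Cytotoxicity toward P-gp-expressing KB-V1 cells was determined as loss of CellTiter-Glo luminescence after 72 h at 37 degrees C. Compounds were tested in quantitative HTS format across a concentration range, with curves fitted to normalized data.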
The depositor's hits bear a star; [ ] = another dose, or the depositor's remark. Unless noted, calls follow the shape of the dose curve; as a rule, active = well fitted curve in the direction sought with a large enough effect; inconclusive = small, poorly fitted or top-dose-only effect, or another doubt; inactive = no such curve, though single readings can be large; an effect the other way counts as inactive or inconclusive. Compounds were not picked by outcome; about 11% have a hit in one of these screens.

Results for C#CCOCCOCCOCCNc1nc(N2CCN(C(=O)[C@H]([C@@H](C)O)n3cc(CCCCN)nn3)CC2)nc(N2CCN(C(=O)[C@H]([C@@H](C)CC)n3cc(CCCCN)nn3)CC2)n1 ?
IL1B secr inh: 18; HT1080NT lethal: 13%; SW480 rereplic: -3%; MCF10A rerep: -26%; KB-3-1 cytotox: 7%; HT1080 IDH1KD tx: 16%; D3 ag: 3; GLP1R cytotox: -12%; KB-V1 cytotox: 18%

What do the screens show for `CN(CC(=O)NCc1ccco1)S(=O)(=O)c1cccc2cccnc12`?
IL1B secr inh: -1; HT1080NT lethal: 12%; SW480 rereplic: 0%; MCF10A rerep: -8%; KB-3-1 cytotox: -3%; HT1080 IDH1KD tx: 12%; D3 ag: 4; GLP1R cytotox: 5%; KB-V1 cytotox: inconclusive

How did CN(C)C(=O)c1cc2c(c(-c3cccc(-c4ccccc4F)c3)n1)[C@@H](CCO)N(S(C)(=O)=O)C2 do in these assays?
IL1B secr inh: 11; HT1080NT lethal: 0%; KB-3-1 cytotox: 20%; HT1080 IDH1KD tx: 1%; D3 ag: 0; GLP1R cytotox: 3%; KB-V1 cytotox: -5%

What do the screens show for `CCC(C)[C@H](N)c1cn([C@@H](Cc2cc3ccccc3[nH]2)C(=O)N2CCNCC2)nn1` (stereo not given in full)?
IL1B secr inh: -1; HT1080NT lethal: -8%; SW480 rereplic: -2%; MCF10A rerep: 5%; KB-3-1 cytotox: 9%; HT1080 IDH1KD tx: -3%; D3 ag: 0; GLP1R cytotox: -26%; KB-V1 cytotox: 11%

What do the screens show for `COc1cccc2cc(C(=O)Nc3cccc(C)n3)c(=O)oc12`?
IL1B secr inh: 0; HT1080NT lethal: -1%; SW480 rereplic: inconclusive; MCF10A rerep: -4%; KB-3-1 cytotox: 0%; HT1080 IDH1KD tx: -2%; D3 ag: -10; GLP1R cytotox: 10%; KB-V1 cytotox: 27%

How did Nc1ccc2c(c1)Cc1cc(N)c(Cl)cc1-2 do in these assays?
IL1B secr inh: -5; HT1080NT lethal: 0%; SW480 rereplic: -5%; MCF10A rerep: 14%; KB-3-1 cytotox: inconclusive; HT1080 IDH1KD tx: -2%; D3 ag: -4; GLP1R cytotox: 2%; KB-V1 cytotox: inconclusive

Results for O=CN1CCN(C(=O)c2cc3cc(Cl)ccc3[nH]2)CC1 ?
IL1B secr inh: -8; HT1080NT lethal: 9%; SW480 rereplic: 5.2µM*; MCF10A rerep: inconclusive; KB-3-1 cytotox: 19%; HT1080 IDH1KD tx: 8%; D3 ag: -2; GLP1R cytotox: 5%; KB-V1 cytotox: 0%

Results for O=C(NCc1ccccc1CN1CCCC1)c1ccc(S(=O)(=O)Nc2ccccc2F)cc1 ?
IL1B secr inh: -10; HT1080NT lethal: -4%; KB-3-1 cytotox: -10%; HT1080 IDH1KD tx: -10%; D3 ag: 0; GLP1R cytotox: -1%; KB-V1 cytotox: -17%

Results for O=C(COC(=O)CCC(=O)c1cccs1)NCc1ccc(Cl)cc1 ?
IL1B secr inh: -3; HT1080NT lethal: 0%; SW480 rereplic: -4%; MCF10A rerep: 19%; KB-3-1 cytotox: 12%; HT1080 IDH1KD tx: -1%; D3 ag: 2; GLP1R cytotox: 2%; KB-V1 cytotox: 21%

How did CC(C)C(NC(=O)c1ccc(F)cc1)C(=O)NC1(C)CCS(=O)(=O)C1 (stereo not given) do in these assays?
IL1B secr inh: -16; HT1080NT lethal: 13%; SW480 rereplic: 1%; MCF10A rerep: 7%; KB-3-1 cytotox: 3%; HT1080 IDH1KD tx: 6%; D3 ag: 7; GLP1R cytotox: -26%; KB-V1 cytotox: 73%

What do the screens show for `CCn1ccc(C(=O)NC2C(=O)N3C(C(=O)O)=C(C)CSC23)n1` (stereo not given)?
IL1B secr inh: 41; HT1080NT lethal: 4%; SW480 rereplic: -2%; MCF10A rerep: 0%; KB-3-1 cytotox: 11%; HT1080 IDH1KD tx: 18%; D3 ag: -1; GLP1R cytotox: -25%; KB-V1 cytotox: 3%

What do the screens show for `CC1(C(=O)NCc2ccc3c(c2)OCO3)CCN1C(=O)Cc1cccs1` (stereo not given)?
IL1B secr inh: -5; HT1080NT lethal: 27%; KB-3-1 cytotox: 0%; HT1080 IDH1KD tx: 27%; D3 ag: 3; GLP1R cytotox: 0%; KB-V1 cytotox: 3%

Results for O=C(OCc1csc(-c2ccccc2)n1)c1ccc(O)cc1 ?
IL1B secr inh: -13; HT1080NT lethal: 3%; SW480 rereplic: -3%; MCF10A rerep: inconclusive; KB-3-1 cytotox: 12%; HT1080 IDH1KD tx: 4%; D3 ag: 2; GLP1R cytotox: -5%; KB-V1 cytotox: 1%

Results for O=C1CC(c2cccs2)Cc2nc(NCC3CCCO3)ncc21 (stereo not given) ?
IL1B secr inh: -18; HT1080NT lethal: 12%; SW480 rereplic: -4%; MCF10A rerep: 20%; KB-3-1 cytotox: -1%; HT1080 IDH1KD tx: 3%; D3 ag: 0; GLP1R cytotox: 6%; KB-V1 cytotox: 16µM*

Results for O=C(NCc1ccccc1)c1cccc(COc2cccc(Cl)c2)c1 ?
IL1B secr inh: -1; HT1080NT lethal: inconclusive; SW480 rereplic: 5%; MCF10A rerep: inconclusive; KB-3-1 cytotox: 6%; HT1080 IDH1KD tx: inconclusive; D3 ag: 2; GLP1R cytotox: -12%; KB-V1 cytotox: -29%

What do the screens show for `COc1ccc(N(CC(=O)NCc2ccc(C)cc2)S(=O)(=O)c2ccccc2[N+](=O)[O-])c(OC)c1`?
IL1B secr inh: inconclusive; HT1080NT lethal: 0%; SW480 rereplic: -5%; MCF10A rerep: -3%; KB-3-1 cytotox: 10%; HT1080 IDH1KD tx: -5%; D3 ag: 5; GLP1R cytotox: -10%; KB-V1 cytotox: -4%

How did O=C(c1cc(COc2ccc3ncccc3c2)on1)N1CCCC1 do in these assays?
IL1B secr inh: 11; HT1080NT lethal: 21µM*; SW480 rereplic: 3%; MCF10A rerep: 14%; KB-3-1 cytotox: inconclusive; HT1080 IDH1KD tx: 15µM*; D3 ag: 15; GLP1R cytotox: 1%; KB-V1 cytotox: inconclusive

What do the screens show for `COc1ccc(-c2nc3c4ccccc4ccn3c2CN2CCCCC2)cc1`?
IL1B secr inh: 14; HT1080NT lethal: 7%; SW480 rereplic: inactive[1.84 µM]; MCF10A rerep: inconclusive; KB-3-1 cytotox: 5%; HT1080 IDH1KD tx: 0%; D3 ag: -14; GLP1R cytotox: -13%; KB-V1 cytotox: 14%

How did O=c1cc(COc2cccc(C(F)(F)F)c2)nc2sc3c(n12)CCCC3 do in these assays?
KB-3-1 cytotox: 15%; D3 ag: 6; GLP1R cytotox: -13%; KB-V1 cytotox: inconclusive

Results for COc1cc2[nH]cc(C(=O)NCCc3ccccc3)c(=O)c2cc1OC ?
IL1B secr inh: -7; HT1080NT lethal: -16%; SW480 rereplic: -2%; MCF10A rerep: 30%; KB-3-1 cytotox: 7%; HT1080 IDH1KD tx: -13%; D3 ag: 11; GLP1R cytotox: -2%; KB-V1 cytotox: -30%

What do the screens show for `Cc1c(NC(=O)c2ccc(N3CCC(C)CC3)c([N+](=O)[O-])c2)cccc1-c1nc2ccccc2o1`?
KB-3-1 cytotox: -9%; D3 ag: -10; GLP1R cytotox: 15%; KB-V1 cytotox: -2%

How did O=C(N/C(C(=O)N1CCOCC1)=C(\Sc1ncccn1)c1ccccc1)c1ccccc1 do in these assays?
IL1B secr inh: -12; HT1080NT lethal: -1%; SW480 rereplic: -5%; MCF10A rerep: 1%; KB-3-1 cytotox: 19%; HT1080 IDH1KD tx: 7%; D3 ag: 8; GLP1R cytotox: 1%; KB-V1 cytotox: 5%

How did COc1ccc(N=CC2CCCCC2=O)c([N+](=O)[O-])c1 (stereo not given) do in these assays?
IL1B secr inh: -85*; HT1080NT lethal: -4%; SW480 rereplic: -15%; MCF10A rerep: -4%; KB-3-1 cytotox: -4%; HT1080 IDH1KD tx: 0%; D3 ag: 6; GLP1R cytotox: inconclusive; KB-V1 cytotox: inconclusive

How did CNc1nc(-c2ccccc2)nc(-c2ccc(OC)cc2)c1C#N do in these assays?
IL1B secr inh: 0; HT1080NT lethal: 23%; SW480 rereplic: -6%; MCF10A rerep: -7%; KB-3-1 cytotox: -2%; HT1080 IDH1KD tx: inconclusive; D3 ag: 2; GLP1R cytotox: -3%; KB-V1 cytotox: 10%

Results for Cc1cccc(C)c1NC(=O)C(c1ccnc2ccccc12)n1c(=O)c(-c2ccco2)nc2ccccc21 (stereo not given) ?
IL1B secr inh: -8; HT1080NT lethal: -18%; KB-3-1 cytotox: 3%; HT1080 IDH1KD tx: -17%; D3 ag: 0; GLP1R cytotox: -2%; KB-V1 cytotox: -12%

What do the screens show for `CC1CC(=O)N(c2ccc(NCCc3ccccc3)c([N+](=O)[O-])c2)C1=O` (stereo not given)?
IL1B secr inh: -5; HT1080NT lethal: 5%; SW480 rereplic: -3%; MCF10A rerep: 2%; KB-3-1 cytotox: 14%; HT1080 IDH1KD tx: -2%; D3 ag: 4; GLP1R cytotox: 0%; KB-V1 cytotox: -11%

How did O=C(CSc1nc2ccccc2c(=O)[nH]1)Nc1ccc(N2CCOCC2)cc1 do in these assays?
IL1B secr inh: 7; HT1080NT lethal: 1%; SW480 rereplic: 3%; MCF10A rerep: 6%; KB-3-1 cytotox: -2%; HT1080 IDH1KD tx: -7%; D3 ag: -6; GLP1R cytotox: -9%; KB-V1 cytotox: -4%
